Screening data (PubChem BioAssay)
GLP1R cytotox – cytotoxicity counter-screen for GLP-1 receptor inverse agonists. HEK293 cAMP-luciferase reporter cells, luminescence, 24 h. 410,000 compounds, 0.13% hits. Potency, µM (series often up to 38.3 µM), for inactives: at the top dose activity change, negative = inhibition, most hits filed as inhibitors;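 note: loss of luciferase light is scored as toxicity; potency is the fitted concentration of half-maximal effect; % is set by controls: 0 for no effect and ±100 for the full control effect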
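MLSMR compounds, 24 hr on cells at 37 deg C/5% CO2; luminescence after luciferase reagent (12 min RT). Inhibition counted as the undesired cytotoxic outcome.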
GLP1R inv ag – acts as inverse agonist at human GLP-1 receptor; P43220; HEK293 GLP-1R CRE-luciferase, luminescence, 24 h; GLP-1R form is constitutively active; Potency, µM (highest dose often 38.3 µM), for inactives: at the highest dose activity change, negative = inhibition, actives largely listed as inhibitors; 410,000 compounds, 1.6% hits; note: potency is the fitted concentration of half-maximal effect; % is set by controls: 0 for no effect and ±100 for the full control effect; nearly all actives have a fitted effect of over 55% in size
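Assay principle: reduced luminescence from a cAMP-responsive reporter in HEK293 cells co-expressing a constitutively active GLP-1R. Conditions: 24 hr compound incubation, 37 deg C, 5% CO2.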
GLP-1R agonist – GLP-1 receptor (human) agonism. P43220. HEK293 GLP-1R CRE-luciferase, luminescence, 4-6 h; cells express a hypersensitive GLP-1R form. Potency, µM (titrated, usually from 45.6 µM), for inactives: at the highest dose activation, actives largely listed as activators. 380,000 compounds, 0.007% hits; note: potency is the fitted concentration of half-maximal effect; % of control where 0% means no effect
IL-2 act – activates IL-2 in a cell-based reporter assay; activation, % (series mostly up to about 46 µM); 360,000 compounds, 0.065% hits; IL-2 activation reporter assay, cell-based qHTS; stimulated with anti-CD3/CD4/CD28 beads; in transgenic mouse T cells; AID 652025; in the data active = activation above about 50%; inconclusive = mostly about 30% to 49%; note: 0% is about no effect
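First, unstimulated transgenic mouse T cells were exposed to compound for 60 min. Next, anti-CD3/anti-CD4-coated beads with anti-CD28 were added. Finally, after 18 h at 37 degrees C, EGFP and DsRed were imaged.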
WRN helicase inh – blocks human WRN helicase; WRN helicase unwinding, fluorescent forked duplex, kinetic; Q14191; Potency, µM (series often up to 114 µM), for inactives: at the highest dose activity change, negative = inhibition, actives largely listed as inhibitors; 360,000 compounds, 0.46% hits; AID 651768; note: potency is the fitted concentration of half-maximal effect; % is set by controls: 0 for no effect and ±100 for the full control effect; nearly all actives have a fitted effect of over 55% in size
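Primary qHTS, 1536-well format. 20 nM WRN + compound, 15 min RT; start with 100 nM forked fluorophore/quencher duplex, 2 mM ATP (final); kinetic read ex 525/em 598 nm.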
PLK1 PBD inh – blocks phosphopeptide binding to human PLK1 polo-box domain; Potency, µM, without a hit: max response, negative = inhibition, usual class: inhibitors; 360,000 compounds, 2.8% hits; AID 720504; Plk1 PBD binding of FITC phosphopeptide, fluorescence polarization; note: potency is the fitted concentration of half-maximal effect; series mostly up to about 57 µM; % is set by controls: 0 for no effect and ±100 for the full control effect; nearly all actives have a fitted effect of over 65% in size
PI5P4K alpha inh – blocks human PI5P4K alpha kinase activity. 330,000 compounds, 1.2% hits. P48426. AID 652105. PI5P4Kalpha enzyme, ADP-Glo luminescence, 60 min; hits give low values. max response, %; active = max response of -50% or lower; inconclusive = between -30% and -50%; inactive = -30% or higher; note: value at the top dose of about 77 µM; % is set by controls: 0 for no effect and ±100 for the full control effect
Target sequence (P48426 whole entry, looked up): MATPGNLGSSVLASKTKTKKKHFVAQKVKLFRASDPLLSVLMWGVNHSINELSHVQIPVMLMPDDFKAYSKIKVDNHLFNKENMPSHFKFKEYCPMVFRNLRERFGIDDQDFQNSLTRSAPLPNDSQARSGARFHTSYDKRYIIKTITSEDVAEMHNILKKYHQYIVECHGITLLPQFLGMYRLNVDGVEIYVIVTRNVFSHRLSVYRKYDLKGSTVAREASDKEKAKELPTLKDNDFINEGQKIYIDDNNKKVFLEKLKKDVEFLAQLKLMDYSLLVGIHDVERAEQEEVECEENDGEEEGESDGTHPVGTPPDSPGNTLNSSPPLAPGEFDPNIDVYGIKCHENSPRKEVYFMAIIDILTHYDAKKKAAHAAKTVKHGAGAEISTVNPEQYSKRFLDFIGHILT
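ADP-Glo luminescence end-point read after a 60 min room-temperature kinase reaction of PI5P4Kalpha plus substrate, initiated with ATP at 5 microM final. Buffer: 0.038 M HEPES pH 7.4, EGTA, 0.1% CHAPS, 5% DMSO.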
DRD3 agonist – D3 dopamine receptor (human) agonism; D3R DiscoveRx beta-arrestin cells, luminescence, 90 min; max activation, %; 410,000 compounds, 0.58% hits; in the data active = max activation above about 30%; note: 0% is about no effect; mostly tested at two doses, the higher about 12 µM
Target sequence (P35462 whole entry, looked up): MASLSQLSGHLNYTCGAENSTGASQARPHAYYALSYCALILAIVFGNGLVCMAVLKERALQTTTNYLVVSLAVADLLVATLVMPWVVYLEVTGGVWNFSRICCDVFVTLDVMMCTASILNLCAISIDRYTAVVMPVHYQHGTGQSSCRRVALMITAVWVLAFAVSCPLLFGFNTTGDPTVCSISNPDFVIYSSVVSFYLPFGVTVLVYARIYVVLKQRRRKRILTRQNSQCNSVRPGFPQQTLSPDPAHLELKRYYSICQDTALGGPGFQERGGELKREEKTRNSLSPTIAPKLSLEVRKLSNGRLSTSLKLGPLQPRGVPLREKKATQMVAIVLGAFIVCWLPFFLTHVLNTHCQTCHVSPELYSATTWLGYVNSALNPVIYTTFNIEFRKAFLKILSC
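Agonist-mode cell screen: cells plated at 1500/well and incubated overnight at 37 °C, then exposed to library compounds for 90 min at 37 °C. Detection reagent was added for 30–60 min at room temperature, and luminescence was read.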
D3 antag – D3 dopamine receptor (human) antagonism | AID 652054 | 360,000 compounds, 2.5% hits | D3R cells, DiscoveRx beta-arrestin luminescence, antagonist mode; hits give low values | max response, negative = inhibition, %; in the data active = max response below about -50%; inconclusive = no clear call, values can overlap the other calls; note: % is set by controls: 0 for no effect and ±100 for the full control effect; mostly tested at two doses, the higher about 12 µM
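Cells expressing the human receptor were seeded at 1500 cells/well, incubated overnight at 37 degrees C in 5% CO2, then exposed to library compounds with dopamine controls for 90 minutes at 37 degrees C before luminescent detection.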
* = called active by the depositor; ? = inconclusive; nt = no result given; & = joins results of further samples; [ ] = another dose, or the depositor's remark. Unless noted, calls come from the whole dose curve; as a rule, active = well fitted curve in the direction sought with a large enough effect; inconclusive = small, poorly fitted or top-dose-only effect, or another doubt; inactive = no such curve, though single readings can be large; an effect the other way counts as inactive or inconclusive.

Each structure is followed by: GLP1R cytotox, GLP1R inv ag, GLP-1R agonist, IL-2 act, WRN helicase inh, PLK1 PBD inh, PI5P4K alpha inh, DRD3 agonist, D3 antag
COc1ccc(OCC(O)CNC(=O)Nc2cccc3ccccc23)cc1 (stereo unspecified)
 : 5%, ?, 25%, -0.1, 3%, -6%, 0, -6, -4
COC(=O)Cc1ccc(NC(=O)c2ccc(C)c(C)c2)cc1
 : -10%, ?, 0%, -0.5, 5%, -5%, 1, 0, 17
CCOC(=O)c1c(C)nc2sc3c(=O)[nH]cnc3c2c1-c1ccc(OC)cc1
 : -7%, 48%[activator], 6%, -0.5, 6%, 0%, 7, 4, 17
COc1cccc(Cl)c1NC(=O)N1CCc2c([nH]c3ccccc23)C1C(F)(F)F (stereo unspecified)
 : -10%, ?, 23%, 0.2, -8%, 2%, 14, 5, -21
NC(=O)C1CC(=O)N(c2ccc(OCc3ccc(Cl)c(Cl)c3)cc2)C1 (stereo unspecified)
 : -8%, -2%, -2%, -0.5, 6%, 3%, 10, 3, 18
CN(C)c1ccc(-c2noc(-c3ccccc3O)n2)cc1
 : 0%, 3%, -11%, -1.2, -3%, -6%, 13, 1, ?
CC1Sc2ccc(C(=O)Nc3ncccc3O)cc2NC1=O (stereo unspecified)
 : -9%, ?, -2%, 11, -8%, 5%, 1, 6, 12
COc1ccc(/C=C/C(=O)NCC(=O)N2CCC(N(C)CCN3CCOCC3)CC2)cc1OC
 : 5%, 16%, 1%, 2.4, -4%, -3%, 9, 1, 2
CCc1ccc(NC(=O)CCc2ccc(CC)o2)cc1
 : -21%, 10µM*, -2%, -2.4, -3%, 3%, 0, 6, 13
NC(Cc1ccc(F)cc1)c1csc(Nc2nccc(C(F)(F)F)n2)n1 (stereo unspecified)
 : ?, ?, -6%, -0.3, -4%, -3%, 3, 1, 0
Cc1c2c(nc3ccccc13)CCC(C)C2 (stereo unspecified)
 : 17%, -16%, 18%, 1.8, 0%, -2%, 2, -1, -3
O=S(=O)(NCc1csc(-c2cccnc2)n1)c1ccc(Br)cc1
 : -10%, 2%, 2%, 0.2, -3%[57.1 µM], 1%, 0, 0, 1
CC(=O)Oc1cccc(N2C(=O)C3C4C=CC(C4)C3C2=O)c1 (stereo unspecified)
 : 1%, 1%, 0%, -2.7, 2%, -9%, nt, -1, -16
COc1ccc(C(=O)NCc2ccc(F)cc2)cc1S(=O)(=O)N1CCCC1
 : 18%, -9%, -16%, -2.8, -3%, -4%, ?, -17, 0
CC(=O)c1cccc(NC(=O)c2cnn3ccccc23)c1
 : 1%, -13%, 8%, -2.6, 6%, -9%, ?, -3, -16
O=C(Nc1ccc(-c2nc3cccnc3s2)cc1)c1ccc(Cl)nc1
 : 4%, 101%[activator], 8%, -2.3, -2%, -1%, -4, 3, 1
CCCCn1c(N)c(N(CCOC)C(=O)c2cccc(OCc3ccccc3)c2)c(=O)[nH]c1=O
 : 13%, -6%, -8%, 1.1, 3%, -1%, -5, 2, 6
O=C(CN1CCCCCCC1)NC(=O)NC1CCCCC1
 : 1%, 4µM*, 5%, -0.8, -3%, -14%, 10, 0, -6
Cc1ccccc1OC(C)C(=O)Nc1ccc2c(c1)OCCO2 (stereo unspecified)
 : 17%, ?, 10%, 0.6, -5%, -2%, 8, 3, 18
COc1ccc(CCNC(=O)CN2C(=O)COc3ccc(S(=O)(=O)N4CCOCC4)cc32)cc1OC
 : -11%, -1%, -5%, -1.2, 0%, -2%, 1, -9, 5
COc1ccc(/C=N/Nc2nnc(Cc3ccccc3)c(=O)[nH]2)cc1OC
 : 2%, 49%[activator], 0%, -0.4, -23%, 4%, -2, 9, 1
CC(=O)NC(CC(=O)O)c1ccccc1 (stereo unspecified)
 : 2%, 6%, 0%, 0.9, 2%, 0%, 1, -3, 9
Cc1ccc(NC(=C(C#N)C#N)c2ccccc2)cc1
 : -5%, ?, 20%, 0.3, -4%, 1%, -1, 1, 19
COc1ccc(/C(C#N)=C/c2ccccn2)cc1
 : -6%, 16%, 20%, -1.5, -2%, -3%, 2, 1, -3
C[C@H](CO)N1C[C@H](C)[C@@H](CN(C)C(=O)Nc2ccc(C(F)(F)F)cc2)Oc2ccc(NS(=O)(=O)c3ccc(F)cc3)cc2C1=O
 : -19%, ?, 6%, 0.9, 1%, -18%, 7, -5, 0
C/C(=N/NC(=O)c1cccs1)c1cccs1
 : 2%, 48%[activator], 20%, 7.2, 5%, 5%, -10, 4, 3
Nc1nc2c(ncn2COC(CO)CO)c(=O)[nH]1
 : 4%, 11%, 5%, -0.3, 1%, -3%, -1, 17&4, 9
CCCc1nc(SCC(=O)N2CCC(Cc3ccccc3)CC2)c2c(=O)n(C)c(=O)n(C)c2n1
 : -20%, 10%, 4%, -4.3, 0%, -1%, 2, 13, 58
CCCC(O)(c1ccc(OC)cc1)C(CN(C)C)c1ccccc1 (stereo unspecified)
 : -20%, 0%, 11%, -2.6, 10%, -7%, nt, 12, -8
Cc1ccccc1-c1noc(-c2cccs2)n1
 : -6%, 20%, 3%, -2.9, 5%, 6%, 8, 3, 0

The results go on.
Each structure is followed by: GLP1R cytotox, GLP1R inv ag, GLP-1R agonist, IL-2 act, WRN helicase inh, PLK1 PBD inh, PI5P4K alpha inh, DRD3 agonist, D3 antag
Cc1cc(C)c(C(=O)CN2C(=O)NC3(CCC(C)CC3)C2=O)cc1C (stereo unspecified)
 : 2%, -13%, 3%, -1.2, 6%, -10%, 1, -2, -6
O=C(CN1C(=O)c2ccccc2S1(=O)=O)c1cccc(Br)c1
 : 6%, 18%, -13%, 2.8, -17%, 4%, 0, 2, -9
O=c1c2c([nH]c3ccc(Br)cc13)CCCC2
 : 0%, -5%, 0%, 0.3, -6%, -3%, -11, 1, 0
COc1ccc(C(C)=O)cc1CC(=O)Nc1cccc(S(=O)(=O)N2CCOCC2)c1
 : 1%, 9%, -2%, -0.3, -8%, -1%, -11, 4, 4
CC(=O)Nc1ccc(NC(=S)Nc2ccccc2)cc1
 : -1%, 0%, -8%, -2.7, -1%, -11%, 0, -2, -7
O=[N+]([O-])c1cc(/C=N/n2c(-c3ccncc3)n[nH]c2=S)ccc1Cl
 : -6%, 29%, 2%, 2.5, ?, -22%, ?, 18, 8
COc1ccccc1/C=C1\SC(=S)N(Nc2nc(C)cc(C)n2)C1=O
 : -12%, -8%, -15%, -1.9, -3%, -9%, nt, 1, -25
CCC1CCCCN1CC(=O)c1c(C)[nH]c2ccccc12 (stereo unspecified)
 : 15%, 9%, -1%, -0.2, 3%, -5%, 1, 1, -23
Cc1ccc(-c2cc(C(=O)NCC(c3ccccc3)N(C)C)c3ccccc3n2)o1 (stereo unspecified)
 : 69%[activator], ?, 17%, -0.7, -2%, -17%, -7, -11, -5
CCCn1c2ccccc2c2cnn(CC(=O)NC3CCCCC3)c(=O)c21
 : 6%, 0%, -6%, -0.5, -5%, -5%, -10, -1, -23
COC(=O)CSCC(=O)Nc1nnc(-c2ccccc2C)s1
 : -13%, 4%, 1%, -3.1, 4%, 3%, -8, -3, -3
COc1ccc(CNC(=O)C2CCC(=O)N(CC3CCCCC3)C2)cc1 (stereo unspecified)
 : -14%, 4%, 7%, -2.5, -7%, -6%, -1, -1, -3
Cc1cc(=O)oc2cc(OCC(=O)Nc3ccc(CN4CCOCC4)cc3)c(Cl)cc12
 : 1%, 59%[activator], 3%, 3.2, -6%[57.1 µM], -16%, -1, 2, -6
CCOC(=O)N1N=C(c2ccc(OC)cc2)CC1(O)C(F)(F)F (stereo unspecified)
 : 6%, ?, 18%, 1.3, 3%, -10%, -7, 3, -1
CCCCCn1c(N)c(-c2nc3ccccc3o2)c2c([N+](=O)[O-])nn(C)c(=O)c21
 : 2%, 19%, -5%, -0.4, -31%, -29%, -3, 0, 5

14 successive compounds from above:
Each structure is followed by: GLP1R cytotox, GLP1R inv ag, GLP-1R agonist, IL-2 act, WRN helicase inh, PLK1 PBD inh, PI5P4K alpha inh, DRD3 agonist, D3 antag
O=C(CN1C(=O)c2ccccc2S1(=O)=O)c1cccc(Br)c1
 : 6%, 18%, -13%, 2.8, -17%, 4%, 0, 2, -9
O=c1c2c([nH]c3ccc(Br)cc13)CCCC2
 : 0%, -5%, 0%, 0.3, -6%, -3%, -11, 1, 0
COc1ccc(C(C)=O)cc1CC(=O)Nc1cccc(S(=O)(=O)N2CCOCC2)c1
 : 1%, 9%, -2%, -0.3, -8%, -1%, -11, 4, 4
CC(=O)Nc1ccc(NC(=S)Nc2ccccc2)cc1
 : -1%, 0%, -8%, -2.7, -1%, -11%, 0, -2, -7
O=[N+]([O-])c1cc(/C=N/n2c(-c3ccncc3)n[nH]c2=S)ccc1Cl
 : -6%, 29%, 2%, 2.5, ?, -22%, ?, 18, 8
COc1ccccc1/C=C1\SC(=S)N(Nc2nc(C)cc(C)n2)C1=O
 : -12%, -8%, -15%, -1.9, -3%, -9%, nt, 1, -25
CCC1CCCCN1CC(=O)c1c(C)[nH]c2ccccc12 (stereo unspecified)
 : 15%, 9%, -1%, -0.2, 3%, -5%, 1, 1, -23
Cc1ccc(-c2cc(C(=O)NCC(c3ccccc3)N(C)C)c3ccccc3n2)o1 (stereo unspecified)
 : 69%[activator], ?, 17%, -0.7, -2%, -17%, -7, -11, -5
CCCn1c2ccccc2c2cnn(CC(=O)NC3CCCCC3)c(=O)c21
 : 6%, 0%, -6%, -0.5, -5%, -5%, -10, -1, -23
COC(=O)CSCC(=O)Nc1nnc(-c2ccccc2C)s1
 : -13%, 4%, 1%, -3.1, 4%, 3%, -8, -3, -3
COc1ccc(CNC(=O)C2CCC(=O)N(CC3CCCCC3)C2)cc1 (stereo unspecified)
 : -14%, 4%, 7%, -2.5, -7%, -6%, -1, -1, -3
Cc1cc(=O)oc2cc(OCC(=O)Nc3ccc(CN4CCOCC4)cc3)c(Cl)cc12
 : 1%, 59%[activator], 3%, 3.2, -6%[57.1 µM], -16%, -1, 2, -6
CCOC(=O)N1N=C(c2ccc(OC)cc2)CC1(O)C(F)(F)F (stereo unspecified)
 : 6%, ?, 18%, 1.3, 3%, -10%, -7, 3, -1
CCCCCn1c(N)c(-c2nc3ccccc3o2)c2c([N+](=O)[O-])nn(C)c(=O)c21
 : 2%, 19%, -5%, -0.4, -31%, -29%, -3, 0, 5
